Bioassay records (PubChem)
CAL PDZ FP-1: human CAL PDZ-peptide interaction inhibition; AID 504414; inhibition, % at 20 µM; 330,000 tested, 0.02% active; purified CAL PDZ, TMR-peptide fluorescence polarization, 1 h;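 active means highest replicate inhibition of at least 40%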;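 further: plate controls were DMSO neutral control wells for no effect and unlabeled competitor peptide control wells for full effect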
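Test system: purified CerCALP PDZ construct; Compound dosing: one concentration, 20 µM compound; Also added: TMR-labelled reporter peptide T*-PRC34 bound in PDZ groove; Read-out: inhibition from polarization loss; Controls: unlabelled peptide and DMSO controls; Signal: FP readout, S and P plane fluorescence; Incubation: 1 h at RT.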
CAL PDZ FP-2: CAL PDZ (human) peptide binding inhibition; AID 602252; purified CAL PDZ, TMR-peptide fluorescence polarization, 1 h; 300,000 tested, 0.92% active; inhibition, % at 24.9 µM;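 active means mean inhibition of at least 30% with at least half of replicates also reaching 30%; inconclusive means no clear call, values can overlap the other calls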;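 further: 0% = DMSO neutral control and 100% = excess unlabeled competitor peptide PRC23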
MITF act: increases MITF-driven TRPM1 promoter luciferase signal; SK-MEL-5 TRPM1-promoter luciferase, 24 h; % of positive control, neutral wells = 0; AID 588334; 300,000 tested, 0.75% active; activation, % at 12.5 µM;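 active means mean activation of at least 80% with every replicate also reaching 80%; inconclusive means mean reaches 80% but some replicate falls short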;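 further: 0% = neutral control wells and 100% = parthenolide positive control wells; values of inactives mirror those of a sister screen read the other way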
Wnt act: activators of Wnt/beta-catenin signaling; 300,000 tested, 1.2% active; Wnt/beta-catenin reporter cell assay, activator, plate reader; activation, % at 9.35 µM; in the data active means activation above about 30%, passing the limit was not always enough; inconclusive means no clear call, values can overlap the other calls;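 further: 0% = neutral control wells and 100% = positive control wells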
RTF Ca sens act: increases calcium sensitivity of human cardiac regulated thin filaments; IANBD-labeled TnC RTF fluorescence at EC20 calcium; 0% EC20 calcium, 100% full calcium; 340,000 tested, 0.24% active; P19429+P45379; activation, % at 7.2 µM; AID 493008;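 active means activation above the mean over all tested compounds plus 3 SD, cut at about 30% in these data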;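 further: rise in fluorescence read as greater calcium sensitivity of cardiac thin filaments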
V-ATPase pH: yeast V-ATPase proton transport regulation by pHLuorin; S. cerevisiae, pHLuorin cytosolic pH fluorescence; response, % at 10 µM; 350,000 tested, 0.37% active; in the data active means response mostly above about 7.3%, no sharp cut-off; inactive means mostly below about 5.4%; further: actives read high; inactives centre near 0; some compounds called inactive have numbers as strong as hits
dFosB act: mouse delta FosB homodimer activation | P13346 | purified delta FosB, TAMRA-CDK5 oligo fluorescence polarization; percent of positive-control signal above neutral wells | activation, % at 25 µM | 340,000 tested, 0.99% active;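 active means mean activation above about 17%, with every replicate also reaching it, limit read from the data, passing the limit was not always enough; inconclusive means only one of the two conditions met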;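 further: fluorescence polarization rise as delta FosB binds a TAMRA Cdk5 AP-1 oligo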
Target sequence (P13346 whole entry, looked up): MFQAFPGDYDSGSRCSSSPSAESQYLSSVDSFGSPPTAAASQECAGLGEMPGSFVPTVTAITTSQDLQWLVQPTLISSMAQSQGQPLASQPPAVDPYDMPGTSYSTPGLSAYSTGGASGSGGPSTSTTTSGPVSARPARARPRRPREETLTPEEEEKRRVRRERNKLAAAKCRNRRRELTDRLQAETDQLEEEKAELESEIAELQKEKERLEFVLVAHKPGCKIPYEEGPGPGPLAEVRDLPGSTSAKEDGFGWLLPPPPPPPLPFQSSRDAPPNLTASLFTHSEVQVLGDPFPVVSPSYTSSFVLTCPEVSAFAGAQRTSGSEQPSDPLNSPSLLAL
CDK5 inh: CDK5/p35 (human) kinase inhibition | Q00535+Q15078 | Recombinant CDK5/p35, ADP-Glo luminescence, 60 min | inhibition, % at 10 µM | 330,000 tested, 0.01% active | AID 488839;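 active means highest replicate inhibition of at least 50% and at least 75% of replicates reaching 50%; inconclusive means only one of the two criteria met; inactive means both criteria failed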;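 further: plate controls were DMSO neutral control for no effect and GW8510 at 10 µM for full effect; many of its hits are not listed in these tables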
Rtt109 Vps75: blocks Candida albicans Rtt109/Vps75 acetyltransferase activity; purified Rtt109/Vps75, ThioGlo CoA-SH fluorescence, 4 h; inhibition, % at 34.9 µM; 330,000 tested, 0.16% active; AID 540336;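 active means inhibition of at least 50% in every replicate; inconclusive means best replicate reaches 50% inhibition but some replicates fall short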
Target sequence (Q5AAJ8 whole entry, looked up): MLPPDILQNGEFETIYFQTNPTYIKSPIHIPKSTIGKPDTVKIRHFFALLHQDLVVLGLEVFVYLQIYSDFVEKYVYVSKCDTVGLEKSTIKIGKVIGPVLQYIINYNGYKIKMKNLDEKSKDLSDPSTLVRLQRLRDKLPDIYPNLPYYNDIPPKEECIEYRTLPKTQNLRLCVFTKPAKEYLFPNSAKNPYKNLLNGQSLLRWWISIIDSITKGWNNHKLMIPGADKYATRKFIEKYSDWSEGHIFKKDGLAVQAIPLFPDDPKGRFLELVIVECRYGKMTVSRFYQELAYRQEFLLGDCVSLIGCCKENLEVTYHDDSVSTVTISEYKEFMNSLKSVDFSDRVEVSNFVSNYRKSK
Tat export inh: inhibitors of E. coli Tat protein transport; E. coli MC4100 TorA-mCherry Tat export, fluorescence; inhibition, % at 10 µM; AID 488895; 340,000 tested, 0.036% active;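 active means mean replicate inhibition at least 50% and at least half of replicates individually reaching 50%; inconclusive means only one of the two criteria met; inactive means neither criterion met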;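 further: exported cargo escapes ClpAP degradation while cytoplasmic cargo is degraded and loses fluorescence; 0% = median of neutral control wells and 100% = median of NaSCN control wells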
An asterisk follows results filed as active; ? = inconclusive; . = not tested or not shown; & = joins results of further samples.

SMILES	CAL PDZ FP-1	CAL PDZ FP-2	MITF act	Wnt act	RTF Ca sens act	V-ATPase pH	dFosB act	CDK5 inh	Rtt109 Vps75	Tat export inh
OCC1CCCN(C(=S)Nc2ccc(Nc3ccccc3)cc2)C1 (stereo unspecified)	0.0	0	49	3	-1	0	-3	-0.9	18	-1
Cc1onc(-c2ccccc2)c1-c1nc2cc(Cl)ccc2c(=O)o1	-0.4	.	.	-3	.	-1	-4	0.5	1	2
COC(=O)Cc1[nH]n(-c2nc3ccccc3s2)c(=O)c1C(C)=O	-0.3	0	8	.	3	1	-11	-1.4	-26	0
CCOC(=O)C(NC(=O)NC1CCCCC1)(c1ccccc1)C(F)(F)F (stereo unspecified)	-1.2	.	-4	.	-1	-1	3	-14	-7	-2
COCCCNC(=S)N/N=C/c1ccc(N(C)C)cc1Cl	-0.7	-1	29	-2	6	-1	-8	1.0	-9	0
Cc1cc(/C=N/Nc2ncnc(N)c2[N+](=O)[O-])c(C)n1-c1ccccc1	-0.1	-8	-80	-15	1	3	-4	-2.3	-3	-2
COc1ccccc1NC(=S)NC1CC2CCC1C2 (stereo unspecified)	-0.6	-3	3	-2	5	2	-3	-1.2	-1	?
CSc1nc(Oc2ccccc2)c2sccc2n1	-2.0	-3	14	.	2	.	-6	1.2	3	-5
O=C(O)CCC(=O)N1N=C(c2ccc(Br)cc2)CC1c1cccc(Br)c1 (stereo unspecified)	-2.2	-7	-2	3	-1	1	-2	-1.1	-1	13
O=S(=O)(NCc1ccco1)c1ccc2ccccc2c1	-2.2	-7	-2	-1	-3	1	-6	1.0	3	-7
CCOc1cc(C(=O)OCC(=O)NCc2ccco2)cc(OCC)c1OCC	-0.3	-1	-6	.	-2	-2	1	2.0	-1	-3
COc1ccc(CCNC(=O)CSc2ncnc3c2oc2ccccc23)cc1OC	0.2	-2	15	2	2	3	-2	-1.0	2	-2
CCNc1ccc(C(=O)N/N=C/c2c(C)nn(-c3ccccc3)c2N2CCCC2)cc1[N+](=O)[O-]	-2.5	-3	-9	-1	-1	5	-12	-1.1	-5	-2
CCOC(=O)Cc1nnc(Nc2ccc(C)cc2C)c2ccccc12	-1.4	-2	0	-3	-3	-2	1	1.7	-1	4
COC(=O)c1ccc(NS(=O)(=O)c2cc3c4c(c2)C(C)C(=O)N4CCC3)cc1 (stereo unspecified)	-1.3	5	-5	0	-7	1	-5	-0.1	4	-2
CCN(CC)CCCNC(=O)CCC(=O)Nc1ccc2nc(N3CCC(C)CC3)cc(C)c2c1	-1.2	9	11	1	-1	1	-5	-2.0	-39	4
CC(C(=O)NC1CCCCCC1)n1cc([N+](=O)[O-])cn1 (stereo unspecified)	0.8	.	-12	0	4	5	-2	-1.6	0	4
O=C(Nc1ccc2c(c1)OCO2)C1CCN(c2ccc(S(=O)(=O)N3CCOCC3)cc2)CC1	-0.7	1	8	-4	6	-1	0	0.1	0	27
CC(C)C12CCC(C(=O)O)C(C1)C(=O)O2 (stereo unspecified)	-0.3	-1	-5	.	2	0	-4	-0.2	-4	-9
O=C(O)c1cc([N+](=O)[O-])cc2c1C=Cc1ccccc1O2	-1.1	-2	-5	-1	3	10	-2	-4.8	-4	6
COc1cc2c(cc1OC)CN(Cc1cc(OC)c3c(c1)OCO3)CC2	-1.9	-1	-13	-1	0	-1	2	-1.1	4	0
COc1ccccc1N(CC(O)Cn1c(C)nc2ccccc21)S(=O)(=O)c1ccccc1 (stereo unspecified)	-0.4	3	4	.	-1	-2	0	-2.1	-6	-4
O=C(C(c1ccccc1)c1ccccc1)N1CCN(Cc2ccc(Br)cc2)CC1	-0.4	-5	1	.	-6	-1	-5	-1.8	-3	8
O=c1c2ccccc2nc2n1C(CBr)CS2 (stereo unspecified)	-0.8	.	-15	-1	-1	1	-2	-0.8	-42	-6
CCN1CCN(Cc2ccc(NC(=O)c3cc(NC(=O)c4ccno4)cc(OC)c3)cc2C(F)(F)F)CC1	-6.8	-10	2	-1&-3	11	-3&5	-41	1.4	-8	-9
COc1ccc(OCc2nnc3n2N=C(c2ccc(Br)cc2)CS3)cc1	-2.5	-2	10	0	-1	-1	0	-0.4	6	-2
COc1ccc(-c2oc3cc(OC(C)=O)cc(OC(C)=O)c3c(=O)c2OC)cc1	-4.1	-2	11	1	0	-1	-22	0.7	-5	-3
Cc1nc(-c2ccccc2)sc1C(=O)NN	-5.2	-1	-15	-2	3	2	-12	-0.4	-12	4
CCN1CCN(C(=O)c2ccc(Cl)c(S(=O)(=O)N3CCCCC3)c2)CC1	-4.2	-2	12	3	-4	-1	-2	-1.5	-4	2
O=C(COc1ccccc1Cl)Nc1ccc2[nH]c(=O)[nH]c2c1	-2.9	-3	-44	-20	1	-3	11	0.4	-10	5
CCOC(=O)c1cnc2c(C)c(C)ccc2c1Nc1ccc(S(=O)(=O)Nc2ncccn2)cc1	-0.4	-5	-6	.	3	-1	-14	-1.0	0	-2
COc1ccccc1/C(C)=N/Oc1cc(N)cc([N+](=O)[O-])c1	-1.6	-3	33	10	-1	2	-8	1.7	-1	3
O=C(CC1NCCNC1=O)OCCCc1ccccc1 (stereo unspecified)	-0.7	.	0	-3	2	3	-3	-0.3	20	0
COc1ccc(C(=O)NCCc2c[nH]c3ccc(OC)cc23)cc1	0.3	8	4	3	9	0	6	-0.3	0	-2
COc1ccc(-n2nnc3c(SCc4ccccc4)ncnc32)cc1	0.5	-3	19	.	0	0	1	-1.0	-4	-3
Cc1ccc(S(=O)(=O)N2[C@@H](c3ccc(C(C)C)cc3)C(C(=O)O)=C[C@H]2C(C)(C)C)cc1	0.9	-6	12	-4	3	-1	-1	-0.2	-5	3
Cn1cnnc1SCC(=O)Nc1ccc(S(N)(=O)=O)cc1	0.2	.	-9	1	1	-3	-9	-0.5	?	-12
O=C1OCC2=C1C(c1ccccc1)CC(=O)N2c1ccc(F)cc1 (stereo unspecified)	-0.4	17	-2	0	-1	1	-1	-0.7	-8	-2
CCOC(=O)c1ccc(-n2c(CN3CCOCC3)nc3ccc([N+](=O)[O-])cc3c2=O)cc1	-0.2	-2	-1	2	-4	2	-10	-7.9	7	0
CCCOC(=O)C1=C(C)NC2=C(C(=O)CC(C)(C)C2)C1c1cccnc1 (stereo unspecified)	-3.6	0	0	-1	6	-2	-12	0.6	-55	-2
Cc1c(NC(=O)/C(C#N)=C/c2ccc(-c3ccccc3Cl)o2)c(=O)n(-c2ccccc2)n1C	-3.8	-4	-7	-2	10	-3	-1	1.5	26	-11
NC1=NC(=O)C(Cc2ccccc2)S1 (stereo unspecified)	1.0	-1	8	1	-5	-3	6	-0.4	-4	-3
CC(C)(C)c1ccc(C(=O)NCC(=O)OCCN2C(=O)c3ccccc3C2=O)cc1	-2.3	-2	20	0	-6	0	0	0.3	0	-5
Cc1ccc2nc(SCC(=O)c3ccc(Cl)s3)[nH]c2c1	-3.4	.	21	4	2	1	-4	0.4	4	0
Cc1ccc(Cl)cc1NC(=O)N[C@@H](CC(C)C)C(=O)O	0.0	17	-11	4	0	1	-2	-0.7	2	5
Cc1ccc(-c2noc(=O)n2CC(=O)c2ccc(Cl)cc2)cc1	-1.6	0	7	0	0	-1	-1	0.0	-5	6
Cc1nccc(-c2cccc(NC(=O)Nc3ccc(Cl)cc3)c2)n1	-3.1	12	18	-1	0	4	-1	-0.4	-4	4
COC(=O)C1=C(CCc2ccccc2)NC(=O)NC1c1ccc(C#N)cc1 (stereo unspecified)	-0.3	-2	22	-4	-1	1	2	6.4	-10	-7

Random excerpt: 5 compounds from above, in no set order.
SMILES	CAL PDZ FP-1	CAL PDZ FP-2	MITF act	Wnt act	RTF Ca sens act	V-ATPase pH	dFosB act	CDK5 inh	Rtt109 Vps75	Tat export inh
Cc1ccc2nc(SCC(=O)c3ccc(Cl)s3)[nH]c2c1	-3.4	.	21	4	2	1	-4	0.4	4	0
CC(C)(C)c1ccc(C(=O)NCC(=O)OCCN2C(=O)c3ccccc3C2=O)cc1	-2.3	-2	20	0	-6	0	0	0.3	0	-5
COC(=O)C1=C(CCc2ccccc2)NC(=O)NC1c1ccc(C#N)cc1 (stereo unspecified)	-0.3	-2	22	-4	-1	1	2	6.4	-10	-7
CCOC(=O)c1ccc(-n2c(CN3CCOCC3)nc3ccc([N+](=O)[O-])cc3c2=O)cc1	-0.2	-2	-1	2	-4	2	-10	-7.9	7	0
Cc1ccc(-c2noc(=O)n2CC(=O)c2ccc(Cl)cc2)cc1	-1.6	0	7	0	0	-1	-1	0.0	-5	6

More records.
SMILES	CAL PDZ FP-1	CAL PDZ FP-2	MITF act	Wnt act	RTF Ca sens act	V-ATPase pH	dFosB act	CDK5 inh	Rtt109 Vps75	Tat export inh
Cc1nnc(SCCC(=O)Nc2ccc(Cl)cc2)o1	.	-14	-2	-1	-7	2	-5	-1.5	5	-2
Cc1ccccc1C(=O)N1CCC(C(=O)OCc2ccccc2Cl)CC1	-2.6	-1	0	22	-1	-4	-7	0.5	3	-3
CCn1c(=O)n(CC(=O)NCC2CCCO2)c(=O)c2c3c(sc21)CCCC3 (stereo unspecified)	-2.6	-1	-5	0	4	0	4	-0.1	-16	2
Cc1ccc(CNC(=O)c2ccc(N3CCC4(CC3)CC(c3cccc(Br)c3)=NO4)c([N+](=O)[O-])c2)cc1	0.5	-3	4	-2	-5	-3	0	-1.2	1	-1
O=c1c2cnn(-c3ccccc3)c2ncn1Cc1ccccc1	-1.6	-3	.	.	-2	0	-11	0.3	-10	-3
Cc1ccc(O)c(NC(=O)c2ccccc2-c2ccccc2C(=O)O)c1	-0.5	-1	.	1	-2	1	-2	-0.1	1	-2
Cc1ccc(C2=[N+]([O-])C(C)N(O)C2(C)C)o1 (stereo unspecified)	-0.6	.	.	.	7	-2	-3	-0.1	6	4
CCN1CCN(C(=O)c2ccccc2N(C)S(=O)(=O)c2ccc(C)cc2)CC1	-0.3	-2	-1	-2	-4	0	1	0.6	11	-8

Full records from above. Values in the order: CAL PDZ FP-1	CAL PDZ FP-2	MITF act	Wnt act	RTF Ca sens act	V-ATPase pH	dFosB act	CDK5 inh	Rtt109 Vps75	Tat export inh
Listed for CCN1CCN(C(=O)c2ccccc2N(C)S(=O)(=O)c2ccc(C)cc2)CC1 = -0.3	-2	-1	-2	-4	0	1	0.6	11	-8
Listed for CCn1c(=O)n(CC(=O)NCC2CCCO2)c(=O)c2c3c(sc21)CCCC3 (stereo unspecified) = -2.6	-1	-5	0	4	0	4	-0.1	-16	2
